aSyn 5UTR inh: MLPCN primary screen, SNCA 5' untranslated region; AID 1813; inhibition, % (tested at 7.5 µM); alpha-synuclein 5'UTR reporter, inhibitor activity; 300,000 compounds, 0.82% hits; in the data active means inhibition above about 60%;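 further: H4 neuroglioblastoma cells stably carrying SNCA 5'UTR luciferase fusion; 0% = DMSO wells and 100% = positive control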
GSK3B inh: blocks human GSK3beta kinase activity; P49841; activity score (negative = inhibition), % at 10 µM; 300,000 compounds, 0.038% hits; GST-GSK3beta kinase, ADP-Glo luminescence, 60 min; stronger effect = lower value; AID 2097;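 active means more than half of replicate wells score below -50%, meaning over 50% inhibition versus plate controls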;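 further: 0% = median DMSO wells and -100% = median GW8510 positive control wells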
Target sequence (P49841 whole entry, looked up): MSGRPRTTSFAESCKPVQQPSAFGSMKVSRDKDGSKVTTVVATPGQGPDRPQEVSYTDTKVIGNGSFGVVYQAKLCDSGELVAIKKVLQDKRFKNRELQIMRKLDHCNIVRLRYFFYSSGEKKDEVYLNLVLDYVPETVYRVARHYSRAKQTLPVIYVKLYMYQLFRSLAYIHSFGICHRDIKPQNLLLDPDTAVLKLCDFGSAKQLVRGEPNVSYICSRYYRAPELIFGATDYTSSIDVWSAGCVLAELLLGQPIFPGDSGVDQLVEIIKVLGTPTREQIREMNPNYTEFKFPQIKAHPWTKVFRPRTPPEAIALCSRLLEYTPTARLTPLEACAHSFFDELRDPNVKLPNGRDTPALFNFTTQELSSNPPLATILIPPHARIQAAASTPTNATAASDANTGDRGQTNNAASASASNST
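Test system – GST-tagged human GSK3beta kinase, cell-free · Incubation – 60 min enzyme reaction, room temperature · Signal – ADP-Glo luminescence · Also added – peptide substrate and ATP at 25 µM · Controls – DMSO neutral wells and GW8510 at 20 µM as positive · Buffer or medium – Tris/MgCl2 kinase buffer · Measure – Luminescence-derived activity versus plate DMSO and GW8510 wells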
KLF5 inh: inhibitors of KLF5 expression; DLD-1 KLF5 promoter-luciferase reporter, luminescence; 290,000 compounds, 0.23% hits; inhibition, % at 5 µM;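 active means inhibition above a per-plate limit of that plate's mean compound inhibition plus 3 SD, cut at about 60% in these data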;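 further: 0% = DMSO wells and 100% = LY294002 at 200 µM; higher means less KLF5 promoter-driven luciferase light; inactives centre near -14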
AI-2 QS modul: modulates the Vibrio harveyi AI-2 quorum sensing system; Vibrio harveyi JMH597 AI-2 luminescence/OD600 ratio, 9 h; stronger effect = lower value; strain lacks LuxN and CqsS sensors; 0 = neutral-control median; activity change, % at 7.5 µM; 300,000 compounds, 0.4% hits; AID 2094; in the data active means activity change below about -75%, passing the limit was not always enough;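 further: luminescence divided by OD600 gain over 9 h not by final OD600 alone; inactives centre near 13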
HSP90 inh: blocks HSP90-mediated luciferase refolding in reticulocyte lysate; Rabbit reticulocyte lysate, luciferase refolding luminescence, 3 h; inhibition, % at 5.6 µM; 290,000 compounds, 0.91% hits; AID 1789;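 active means inhibition above the screen-wide mean plus 3 SD, computed separately per campaign, cut at about 16% in these data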;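 further: 0% = DMSO wells and 100% = 60 µM geldanamycin wells; inhibitors lower the luminescence because luciferase stays unfolded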
PolyA inh: inhibitors of polyadenylation in S. cerevisiae. S. cerevisiae SKY197-pL101 polyadenylation reporter, beta-gal luminescence; efflux-impaired pdr1/pdr3 knockout yeast; score 100 = 6 SD above DMSO. calls only at 12 µM. 300,000 compounds, 0.02% hits. AID 1875;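 active means lowest replicate activity score at least 50, where 100 means six control SD above control mean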;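 further: yeast exposed to compound for 9 h at 30 °C; higher score means more reporter readthrough which indicates perturbed polyadenylation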
IEC-6 cytotox: counter-screen for KLF5 inhibitors: cytotoxicity in IEC-6 cells | IEC-6 cytotoxicity, luminescence viability | inhibition, % at 5 µM | 290,000 compounds, 0.78% hits | AID 1825; in the data active means inhibition above about 22%;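 further: 0% = plate median of test compound wells and 100% = cytotoxic reference compound wells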
HSF-1 act: increases HSF-1 driven luciferase reporter signal | NIH3T3-HGL HSF-1 luciferase reporter, MG132, 8 h; 100% = twice DMSO control signal | activation, % at 9 µM | AID 504408 | 300,000 compounds, 1.7% hits;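 active means mean replicate activation of at least 50% with a set share of replicates each reaching 50%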;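 further: 0% = median of the neutral control wells and 100% = twice that signal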
GSK3A inh: inhibitors of human GSK-3 alpha kinase; ADP-Glo luminescence, 60 min; inhibition, % at 10 µM; 320,000 compounds, 0.1% hits; AID 2650;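 in the data active means inhibition above about 50%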;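 further: GST-tagged GSK-3 alpha with peptide substrate and 25 µM ATP; 0% = DMSO neutral wells and 100% = GW8510 positive control wells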
Target sequence (P49840 whole entry, looked up): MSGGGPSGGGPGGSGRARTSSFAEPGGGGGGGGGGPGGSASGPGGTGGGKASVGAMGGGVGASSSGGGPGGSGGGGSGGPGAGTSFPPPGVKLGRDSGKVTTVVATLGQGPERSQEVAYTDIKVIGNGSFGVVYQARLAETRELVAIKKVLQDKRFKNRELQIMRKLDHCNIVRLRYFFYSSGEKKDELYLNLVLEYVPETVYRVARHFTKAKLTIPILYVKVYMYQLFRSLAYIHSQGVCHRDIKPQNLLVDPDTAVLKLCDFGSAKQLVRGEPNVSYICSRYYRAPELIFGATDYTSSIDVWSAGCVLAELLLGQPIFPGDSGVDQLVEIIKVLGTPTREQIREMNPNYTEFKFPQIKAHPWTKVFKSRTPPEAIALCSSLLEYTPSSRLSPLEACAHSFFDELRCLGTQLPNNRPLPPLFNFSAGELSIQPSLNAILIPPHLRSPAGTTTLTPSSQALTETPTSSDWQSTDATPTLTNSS
HSF1 inhib: HSF1 inhibition | NIH3T3-HGL HSE-luciferase, MG132-induced, luminescence 8 h; stronger effect = lower value | activity change, negative = inhibition, % at 7.5 µM (by protocol) | 300,000 compounds, 0.77% hits | AID 2098;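 active means more than half of replicate wells show activity change below -50%, luminescence cut by over half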;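 further: luciferase reports HSF-1 transcriptional activity via heat shock element; 0% = median of DMSO wells and -100% = zero luminescence signal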
Numbers without * were called inactive; i = inactive; . = not tested or not shown. Not all compounds are listed; rates above refer to the full screens.

SMILES	aSyn 5UTR inh	GSK3B inh	KLF5 inh	AI-2 QS modul	HSP90 inh	PolyA inh	IEC-6 cytotox	HSF-1 act	GSK3A inh	HSF1 inhib
COc1ccc(/C=c2/sc3n(c2=O)C(c2ccccc2OC)C2=C(N=3)c3ccccc3CC2)cc1O (stereo unspecified)	94.3*	-0.9	6.4	32.2	-2.0	i	-2.5	35.4	-4.0	7.0
Cc1cc(-c2cccc(Br)c2)c(C#N)c(N)n1	.	0.2	-10.1	0.9	0.9	i	-4.2	.	-0.5	.
Cc1cc(C)n2nc(SCC(=O)c3cc(C)n(CC4CCCO4)c3C)nc2n1 (stereo unspecified)	-4.9	4.3	-15.8	42.4	-0.6	i	1.7	5.1	-1.2	5.8
Cc1cc[n+]2c3c(cccc13)CCC2	2.5	2.6	-14.9	12.8	-3.9	.	0.7	5.0	-0.6	-11.7
COc1cc(C)c(Br)cc1S(=O)(=O)NCCCN1CCOCC1	17.0	2.9	-31.9	0.9	-1.5	i	-0.3	0.9	-0.2	-3.5
CNc1oc(-c2ccccc2)nc1C#N	-62.3	0.2	-29.4	15.5	1.6	i	3.5	17.9	0.2	0.6
O=C(Nc1cccc(Cl)c1N1CCCCC1)c1ccc2c(c1)OCCO2	22.9	2.7	-35.7	22.2	1.7	i	-1.3	1.6	-1.2	-0.4
COCCNC(=S)N1CCCC(CO)C1 (stereo unspecified)	10.0	-2.6	-16.3	5.5	5.8	i	-3.1	0.4	-1.1	-2.6
Cc1cccc(N2C(=O)CCC2=O)c1	20.8	0.8	-8.2	-2.4	0.7	i	-6.9	2.7	-2.0	1.5
Cc1ccc(C)c(N(CC(=O)NC2CCCC2)S(=O)(=O)c2ccccc2)c1	9.2	2.5	0.8	31.2	3.6	i	-8.0	8.0	4.8	3.1
CCOc1ccc(-c2nc(-c3ccccc3C)no2)cc1	-9.3	0.3	-57.7	16.2	-1.6	i	-10.9	12.8	1.9	-9.5
CC(=O)Nc1ccc(S(=O)(=O)NC2=NCN(c3ccc([N+](=O)[O-])cc3)CN2)cc1	-3.3	0.2	-23.6	-17.9	0.9	i	0.1	6.2	1.3	-0.3
Cc1ccc(C)c(-n2ccnc2SCC(N)=O)c1	10.2	-1.5	-12.7	13.9	-1.5	i	-6.8	-10.4	-0.8	-5.3
COc1ccc(S(=O)(=O)N2CCOCC2)cc1NC(=O)CSc1ncnc2ccccc12	-25.8	-0.2	7.1	19.0	-0.3	i	-2.5	72.7*	-1.8	26.0
Cc1ccc(C(=O)CCC(=O)Nc2ccccc2C)cc1C	1.1	0.3	-24.8	11.6	-1.9	i	1.1	-25.9	-4.5	0.5
O=C(Cn1ncc2c3ccccc3n(Cc3ccccc3)c2c1=O)NC1CCCC1	14.2	0.9	-23.5	11.3	-1.4	i	-4.0	-2.3	-0.8	-5.3
O=C(Nc1ccc(F)cc1)N1CCN2C(=O)c3ccccc3C12c1ccccc1 (stereo unspecified)	3.0	1.1	-3.7	23.9	0.6	i	-3.4	13.6	-2.3	16.4
O=C1N(Cc2cccnc2)C[C@@H]2C[C@@H](c3ccc(-c4ccccc4)cc3)N3CCC[C@@]123	-16.3	3.1	0.6	23.4	4.9	i	-0.7	1.4	-4.2	0.3
NNC(=O)c1ccc(COc2ccccc2)cc1	19.3	2.1	-18.3	10.8	8.4	i	5.2	.	-2.0	.
N#Cc1ccccc1NC(=O)c1ccc(-c2ccccc2Cl)o1	-128.3	0.7	-24.7	-30.5	-3.8	i	2.9	12.1	-0.2	13.5
CCOC(=O)N1CCN(C(=O)C2CCCN(S(=O)(=O)c3ccc(F)cc3)C2)CC1 (stereo unspecified)	-41.0	-4.7	-23.9	12.9	2.3	i	-0.6	-3.3	-2.8	-7.0
CC(C)(C)c1ccc(OCC(=O)N2CCN(C=O)CC2)cc1	1.5	1.7	0.4	9.4	0.4	i	0.6	-6.9	-2.7	-3.5
COc1ccc(Cl)cc1NC(=O)C(=O)NC1CCCCCC1	-6.8	-0.8	7.9	25.0	4.1	i	5.7	41.1	-1.5	9.6
Cc1nnsc1SCC(=O)O	4.8	2.3	24.9	-0.2	0.4	i	-3.1	28.1	-0.4	11.2
CCc1nccn1S(=O)(=O)c1ccc(Br)cc1Br	-4.2	-2.2	-15.9	23.1	3.8	i	1.3	-1.9	-7.7	-0.7
CC(C)c1cc(C(=O)O)n[nH]1	22.7	-0.7	-36.8	25.4	-6.4	i	1.7	-7.2	2.0	4.7
Cc1ccc(-c2noc(CCC(=O)Nc3ccccc3N3CCN(C)CC3)n2)cc1	16.2	1.0	-35.6	22.1	0.9	i	4.4	0.9	-0.8	3.0
Cc1cc(C)c(C)c(OCCn2ccnc2)c1	11.4	-2.6	-9.6	25.7	-1.6	i	9.6	-10.4	-1.7	-5.8
COc1ccc(S(=O)(=O)NCC(=O)N(Cc2ccco2)C(C(=O)NC(C)(C)C)C(C)C)cc1 (stereo unspecified)	14.1	-2.2	-15.3	16.2	0.3	i	2.1	5.9	-3.0	-1.0
COc1ccc(NC(=O)c2oc3ccccc3c2NC(=O)c2ccc3c(c2)OCO3)cc1	-68.3	2.1	1.7	66.5	1.2	i	4.3	-1.8	-1.8	8.4
O=[N+]([O-])c1ccc2nc(-c3ccccc3)cc(-c3ccccc3)c2c1	1.3	-11.7	-44.0	14.5	-3.7	i	-2.0	-8.2	2.7	-9.8
COc1ccnc(N2CCN(c3cccc(C(F)(F)F)c3)CC2)c1C#N	36.7	-5.1	-40.1	14.0	-1.0	i	0.4	6.1	-1.9	3.2
Cn1c(SCC(=O)c2ccccc2)nnc1-c1cccnc1	-33.8	-1.3	-17.1	24.2	3.0	i	9.5	21.1	0.1	1.7
C#CCNC(=O)[C@H](Cc1ccc(C(=O)c2ccccc2)cc1)NC(=O)OC(C)(C)C	8.0	-2.5	.	15.4	.	i	.	-0.9	-1.9	5.4
OC1CCCN(Cc2ccccc2)C1 (stereo unspecified)	-7.1	1.0	-20.3	22.8	-4.4	i	-3.1	-1.2	-2.0	-4.2
CN1C(=O)c2ccc(NC(=O)C3CC3)cc2C1=O	-14.2	0.3	-22.0	19.8	-1.4	i	3.1	10.2	1.2	-5.9
COc1ccc(NC(=O)c2cncc(Br)c2)cc1S(N)(=O)=O	11.5	-1.1	2.7	-9.1	2.5	i	-3.9	5.4	-2.7	-17.9
CC1CCC(C(C)C)C(OCC(O)CN2CCOCC2)C1 (stereo unspecified)	-29.1	3.9	-29.8	21.8	2.8	i	3.5	-8.9	-5.0	-6.5
COc1ccc(CC(=O)N2CCN(c3cccc(Cl)c3)CC2)cc1OC	-1.4	0.6	6.2	9.7	-3.7	i	-5.2	5.7	-0.6	12.1
N#Cc1ccccc1Oc1ccccc1C=O	40.2	-2.7	4.8	31.6	1.5	i	0.8	-5.4	-1.6	-6.8
CCSC(=O)NC1CCCCC1	-0.9	2.6	-5.2	4.0	-3.6	i	-3.4	-0.1	-1.8	-5.2
COC(=O)c1cnc(Nc2ccc(Cl)cc2)c([N+](=O)[O-])c1	-53.9	3.1	-10.1	29.3	4.1	i	1.4	4.3	-0.7	3.2
Cc1cccc(OCC(O)CN2CCN(CCN3C(=O)c4cccc5cccc(c45)C3=O)CC2)c1C (stereo unspecified)	-10.9	2.0	0.8	19.0	0.3	i	5.8	41.4	-1.9	35.7
O=C1CCC(C(=O)OCC(=O)c2c[nH]c3ccccc23)=NN1	-24.7	1.5	-12.1	38.9	-1.6	i	-3.6	2.5	-0.8	-3.3
CC(C)Cn1c(Cc2ccccc2)n[nH]c1=S	12.2	0.5	-32.1	13.8	1.6	i	1.9	0.4	-1.4	-5.9
CC(=O)c1ccc(N2CCN(C(=O)C3CCN(S(=O)(=O)c4ccc5c(c4)CC(C)N5C(=O)C4CC4)CC3)CC2)cc1 (stereo unspecified)	-9.3	-0.6	-22.5	18.3	-1.1	i	-0.8	0.7	-3.8	-2.7
COc1cc(CCCN2C(=O)C(=O)NC[C@@H]2CCCCN)cc(OC)c1OC	13.4	0.6	.	3.9	.	i	.	11.4	0.9	-0.7
O=C(N/N=C1\CCCc2ccccc21)c1ccccc1[N+](=O)[O-]	-2.5	1.5	6.4	-5.2	-2.8	i	1.0	0.5	1.7	-2.8
O=C(Nc1nc(-c2ccccc2)cs1)c1ccc(N2CCOCC2)c([N+](=O)[O-])c1	-26.0	3.3	-9.8	-5.6	-4.5	i	-5.7	-28.6	-1.4	-28.6
COc1cccc(Cn2c(=S)[nH]c3ccc(N4CCOCC4)cc3c2=O)c1	-8.5	0.2	-24.8	8.3	-3.5	i	-0.2	10.6	-1.0	3.2
O=C(CSc1nnc2ccc(-c3ccc(Br)cc3)nn12)NCC1CCCO1 (stereo unspecified)	14.9	1.4	.	12.2	.	i	.	-5.1	-3.9	-2.0
O=C(O)c1cccc(N/N=C/c2ccc(F)c(F)c2)c1	-51.7	1.9	-52.9	14.6	6.7	i	6.9	-10.0	-3.4	-15.4
CCOC(=O)c1sc(=NC(=O)COc2ccccc2)n(C)c1C	-90.1	0.7	-13.3	7.5	-5.0	i	-0.6	21.7	0.3	13.7
CCCCNC(=S)NNC(=O)c1c(Cl)c(C)nn1C	-22.3	-2.2	-23.2	-1.9	-4.6	i	1.4	-2.3	-2.3	6.0
C/C(=N\S(=O)(=O)c1ccc(C)cc1)N1CCN(S(=O)(=O)c2ccccc2)C1C(C)C (stereo unspecified)	-2.8	-2.4	-36.5	2.1	5.8	i	5.3	18.1	-2.9	-4.1
CCN(CC)S(=O)(=O)c1ccc(NC(=O)COC(=O)c2ccc(NC(=O)CC#N)cc2)cc1	9.3	1.5	-4.3	4.6	5.3	i	-2.5	1.6	0.3	2.1
CCCOc1ccc(CNC(=S)Nc2ccccc2)cc1Cl	14.5	-0.9	-13.6	14.6	0.9	i	6.3	9.0	-0.5	-2.9
CCn1c(C)nc2cc(C(=O)NNS(=O)(=O)c3ccccc3F)ccc21	-10.8	-2.5	-53.1	26.8	0.3	i	-1.9	10.5	.	-0.6
Cc1cc(C)n2nc(SCC(N)=O)nc2n1	10.0	2.7	-10.9	25.9	1.6	i	4.6	4.3	-0.8	6.3
COc1ccc(C2(C(=O)NCCc3ccccc3)CCCC2)cc1	6.5	-0.5	-25.8	14.8	-0.4	i	1.4	2.7	-1.1	-0.1

Arranged by count of non-hydrogen atoms (rising): part of the list above
SMILES	aSyn 5UTR inh	GSK3B inh	KLF5 inh	AI-2 QS modul	HSP90 inh	PolyA inh	IEC-6 cytotox	HSF-1 act	GSK3A inh	HSF1 inhib
CCOC(=O)c1sc(=NC(=O)COc2ccccc2)n(C)c1C	-90.1	0.7	-13.3	7.5	-5.0	i	-0.6	21.7	0.3	13.7
O=C(CSc1nnc2ccc(-c3ccc(Br)cc3)nn12)NCC1CCCO1 (stereo unspecified)	14.9	1.4	.	12.2	.	i	.	-5.1	-3.9	-2.0
C/C(=N\S(=O)(=O)c1ccc(C)cc1)N1CCN(S(=O)(=O)c2ccccc2)C1C(C)C (stereo unspecified)	-2.8	-2.4	-36.5	2.1	5.8	i	5.3	18.1	-2.9	-4.1
